KCNH2 WT inh: blocks the wildtype human KCNH2 potassium channel | U2OS, BacMam KCNH2, thallium flux FluxOr; stronger effect = lower value | activity change, % at 1.84 µM | hit rate 0.37% among 340,000;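 active means maximum activity change below -70%; inconclusive means maximum activity change between -70% and -50%; inactive means maximum activity change above -50%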; further: on the % scale 0 is the no-effect control and ±100 the full control effect
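U2OS cells transduced with wild-type KCNH2 virus are loaded with FluxOr dye for 45 min, and thallium flux is measured in kinetic reads before and after stimulation buffer. Rate constants are normalized to DMSO controls.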
TCR activator: T cell receptor activation; primary human leukocytes, anti-CD3, IL-2 HTRF, 48 h; Potency, µM (series often up to 9.22 µM), inactives show at the highest dose activation of IL-2 secretion, usual class: activators; 330,000 tested, under 10 active; AID 504894; further: % of control where 0% means no effect
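IL-2 produced over 48 hr by a-CD3 bead-stimulated primary human leukocytes exposed to compounds was detected with a homogeneous time-resolved FRET immunoassay, 665nm acceptor signal after 320nm excitation.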
ELG1 repair inh: ELG1-dependent DNA repair inhibition; HEK293T ELG1-luciferase reporter, luminescence, 16 h; DNA damage induced by 5-fluorouridine; AID 504467; Potency, µM (top dose mostly 46.1 µM), for the others: at the highest dose activity change, negative = inhibition, usual class: inhibitors; hit rate 2.3% among 330,000; further: potency means the concentration at half of the fitted maximal effect; on the % scale 0 is the no-effect control and ±100 the full control effect; nearly all actives have a fitted effect of over 55% in size
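Cells (2,000 per well) received 5-fluorouridine plus test compound or DMSO and were incubated 16 hr at 37 °C, 5% CO2. Luciferase activity was read by luminescence 30 min after ONE-Glo addition; signal suppression marked inhibition of damage-induced ELG1 function.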
KCNH2 3.1 block: KCNH2 3.1 (human) potassium channel inhibition; U2OS KCNH2 3.1, thallium flux FluxOr; stronger effect = lower value; hit rate 0.95% among 340,000; AID 720553; activity change, % (tested at about 1.8 µM);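 active means maximum activity change below -70%; inconclusive means maximum activity change from -70% to -50%; inactive means maximum activity change above -50%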;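 further: thallium influx rate constant from kinetic fluorescence after stimulation buffer; on the % scale 0 is the no-effect control and ±100 the full control effect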
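U2OS cells transduced with KCNH2 3.1 mutant virus (1.77 x 10^8 /mL, 4 h), plated overnight at 37 C, loaded 45 min with FluxOr dye plus Red40 quencher. Thallium flux rate constant from kinetic reads after stimulation buffer, normalised to controls.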
USP2a inh: USP2a (human) protease inhibition; O75604; USP2 core, Ub-CHOP2 coupled fluorogenic reporter, 485/531; Potency, µM (top dose mostly 38.3 µM), for inactives: top-dose activity change, negative = inhibition, hits mostly inhibitors; hit rate 0.01% among 330,000;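 further: potency means the concentration at half of the fitted maximal effect; plate controls were DMSO wells for no effect and full inhibition by NEM control for full effect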
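USP2 core (10nM final) preincubated 30min RT with compound in 20mM Tris-HCl pH 8.0, 2mM CaCl2, 2mM beta-mercaptoethanol, 0.05% CHAPS; 25nM Ub-CHOP2 plus 25nM reporter substrate added, fluorescence (Ex485/Em531) read after 60min.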
TRPV1 ag: agonists of human vanilloid receptor 1 (TRPV1). Q8NER1. TRPV1-expressing cells, Fluo-8 calcium influx, agonist mode. activation, % at 8.33 µM. hit rate 0.19% among 320,000; in the data active means activation above about 80%; inconclusive means between about 30% and that limit; further: 0% is about no effect
Target sequence (Q8NER1 whole entry, looked up): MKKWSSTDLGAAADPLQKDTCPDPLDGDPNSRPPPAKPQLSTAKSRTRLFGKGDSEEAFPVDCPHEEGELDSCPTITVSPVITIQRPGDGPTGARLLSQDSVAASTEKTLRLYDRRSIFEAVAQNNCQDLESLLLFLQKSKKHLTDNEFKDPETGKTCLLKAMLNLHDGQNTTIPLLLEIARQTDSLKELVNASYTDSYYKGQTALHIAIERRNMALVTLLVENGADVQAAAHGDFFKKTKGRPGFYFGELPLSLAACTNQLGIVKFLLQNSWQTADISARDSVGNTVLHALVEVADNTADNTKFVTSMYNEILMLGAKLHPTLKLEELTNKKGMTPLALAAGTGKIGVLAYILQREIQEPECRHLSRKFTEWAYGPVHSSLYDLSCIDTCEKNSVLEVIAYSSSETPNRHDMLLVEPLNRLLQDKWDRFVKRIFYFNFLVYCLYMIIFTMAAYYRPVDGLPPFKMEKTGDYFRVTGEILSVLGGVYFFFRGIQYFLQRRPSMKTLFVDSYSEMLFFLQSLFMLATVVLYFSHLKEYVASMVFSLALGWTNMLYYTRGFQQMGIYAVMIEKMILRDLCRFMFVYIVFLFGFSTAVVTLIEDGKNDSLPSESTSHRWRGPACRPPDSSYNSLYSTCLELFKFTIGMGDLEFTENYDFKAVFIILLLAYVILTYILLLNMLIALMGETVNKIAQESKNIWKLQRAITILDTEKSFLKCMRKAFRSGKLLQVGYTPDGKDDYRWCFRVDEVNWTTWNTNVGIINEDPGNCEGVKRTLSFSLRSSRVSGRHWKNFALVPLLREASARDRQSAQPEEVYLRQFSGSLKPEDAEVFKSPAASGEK
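Fluo-8 calcium influx in TRPV1-expressing cells, kinetic read (ex 480/em 520 nm). Compound added and read 3 min for agonist activity, followed by capsaicin at EC20 final and 2 min further read for enhancement.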
Mito fusion yeast: inhibitors of mitochondrial division or activators of mitochondrial fusion; S. cerevisiae fusion-defective mutant growth rescue, CellTiterGlo 48 h; hit rate 0.23% among 320,000; Potency, µM (top dose mostly 46.1 µM), for the others: at the highest dose growth rescue (activation), usual class: activators;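 further: potency means the concentration at half of the fitted maximal effect; % of control where 0% means no effect; nearly all actives have a fitted effect of over 45% in size; temperature-sensitive fusion mutants such as fzo1-1 at 37 °C on non-fermentable ethanol glycerol medium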
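Read-out: ATP-based luminescence (CellTiterGlo, 10 min ambient) reporting growth of fusion-defective ts yeast after 48 hours at 37C on glycerol/ethanol YPEG medium in the presence of compound.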
Eya2 inh: blocks the phosphatase activity of human Eya2; recombinant Eya2, OMFP fluorescence dephosphorylation (OMFP is methylfluorescein phosphate); AID 488837; hit rate 0.006% among 330,000; Potency, µM (titrated, usually from 76.9 µM), inactives show at the highest dose activity, negative = inhibition, actives largely listed as inhibitors; O00167; further: potency means the concentration at half of the fitted maximal effect; on the % scale 0 is the no-effect control and ±100 the full control effect
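Eya2 (0.2 uM) preincubated 10 min at ambient with compound, then OMFP substrate added at 50 uM; 10 min reaction in 50 mM HEPES pH 7.5, 50 mM NaCl, 5 uM MgCl2, 0.05% BSA, 1 mM DTT. Fluorescence read at Ex 485/Em 525 nm.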
AT treatment: candidate therapy for ataxia-telangiectasia; AID 485349; […] A-T fibroblasts, KAP-1 phosphorylation AlphaLISA; neocarzinostatin DNA damage 30 min before lysis; hit rate 0.19% among 320,000; Potency, µM (titrated, usually from 57.5 µM), without a hit: top-dose activation, most hits filed as activators; further: potency means the concentration at half of the fitted maximal effect; % of control where 0% means no effect; nearly all actives have a fitted effect of over 45% in size
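hTERT-immortalized A-T patient fibroblasts ([…]), 500 cells/well in OPTI-MEM, 1% FBS, got compounds for 60 min, then NCS for 30 min at 37C. Lysates were then assayed for phospho-KAP-1 by AlphaLISA (anti-pKAP1 donor, anti-KAP1 acceptor beads), 6 hr at 25C.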
TSHR antag: antagonists of human thyroid stimulating hormone receptor. P16473. TSHR-expressing cells, TSH-stimulated cAMP HTRF, 2 h; stronger effect = lower value. activity change, negative = inhibition, % at 11.5 µM. hit rate 0.2% among 330,000. AID 504810;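 active means activity change below a set negative limit, meaning inhibition stronger than a set level, cut at about -70% in these data; inconclusive means activity change between two set negative limits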; further: on the % scale 0 is the no-effect control and ±100 the full control effect
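Competitive HTRF cAMP read-out (cryptate anti-cAMP antibody, cAMP-d2; 30 min, room temperature) in freshly harvested TSHR cells. Compounds added before TSH at EC80 (4nM final), followed by 2 hours' incubation at 37 deg C.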
* = called active by the depositor; ? = inconclusive; . = not tested or not shown; & = joins results of further samples; [ ] = another dose, or the depositor's remark. Unless noted, the call rests on the fitted dose curve; in most records, active means well fitted curve in the direction sought with a large enough effect; inconclusive means small, poorly fitted or top-dose-only effect, or another doubt; inactive means no such curve, though single readings can be large; an effect the other way counts as inactive or inconclusive. Not all compounds are listed; rates above refer to the full screens.

SMILES	KCNH2 WT inh	TCR activator	ELG1 repair inh	KCNH2 3.1 block	USP2a inh	TRPV1 ag	Mito fusion yeast	Eya2 inh	AT treatment	TSHR antag
COC(=O)C1(Cc2ccc(O)cc2)OC(=O)C(O)=C1c1ccc(O)cc1 (centres undefined)	1	7%	1%	3	0%	-1	-3%	15%	11%	5
CCOC(=O)c1cc(-c2ccccc2)n(CC(=O)N2CCCC2)c1C	-16	1%	-6%	.	-2%	-2	1%	-3%	-4%	-5
COc1ccc(C(c2nnnn2Cc2ccccc2)N2CCN(c3nc4ccccc4s3)CC2)cc1 (centres undefined)	-2	1%	?	-44	2%	0	19%	0%	-4%	-41
CCc1nnc(NC(=O)C2c3ccccc3Oc3ccccc32)s1	2	1%[46.1 µM]	-19%	-15	-5%	11	?	4%	5%	3
COc1ccc2nc(C(F)(F)C(F)(F)F)c(C#N)c(N)c2c1	-5	10%	-7%	4	4%	-6	4%	-10%	.	-7
COc1ccccc1NC(=O)Cn1c(=O)c(N(C)C)c(N)n(C)c1=O	-2	3%	-14%	-1	3%	2	4%	10%	-1%	-3
Cc1csc(SCC(=O)NC2CCS(=O)(=O)C2)n1 (centres undefined)	1	7%[46.1 µM]	8%	17	7%	.	.	1%	-9%	-3
CC1=C(C(=O)OCc2ccccc2)C(c2cccs2)NC(=O)N1CCCC(=O)O (centres undefined)	-18	3%	0%	5	0%	-4	-5%	5%	-7%	4
Cc1ccc(S(=O)(=O)C2C(=O)NC3(C)CC2c2ccccc2O3)cc1 (centres undefined)	2	-2%[46.1 µM]	0%	8	1%	-3	6%	5%	5%	45
COc1cc2c(C(=O)OCCN(C)C)c(CSc3ccccc3)n(C)c2cc1Br	3	3%	-14%	-7	1%	3	-5%	-22%	-1%	0
CC(=O)N(CCC1(c2ccc(C)cc2)CCOC(C(C)C)C1)Cc1ccco1 (centres undefined)	-3	7%	?	0	2%	?	24%	-16%	-7%	-3
CCn1cc(C(=O)N(C)CC(OC)OC)c(=O)c2cc(S(=O)(=O)N3CCOCC3)ccc21	-4	-4%	1%	-2	4%	2	-1%	3%	-1%	5
Cc1cccc2cc(CN(Cc3ccco3)S(=O)(=O)c3ccc4c(c3)OCCO4)c(=O)[nH]c12	-22	10%	?	20	4%	7	4%	5%	-6%	-1
COc1cc(CO)ccc1OCC(=O)N1CCc2ccccc21	.	9%	16%	.	1%	-1	.	-4%	-7%	22
NS(=O)(=O)c1cccc(NC(=O)CSc2nnc(-c3ccccc3F)n2C2CC2)c1	-4	3%	?	-9	-4%	2	-2%	-5%	27%	11
Cn1cccc1-c1cc(C(=O)N/N=C/C=C/c2ccccc2)[nH]n1	-2	1%	-11%	-9	-1%	2	25%	1%	-17%	-11
COc1ccccc1N1C(=NC(=O)CCc2ccccc2)SC2CS(=O)(=O)CC21 (centres undefined)	0	-6%	12%	11	4%	-1	0%	0%	-5%	-6
NC(=O)c1cc2cc(Br)ccc2oc1=NCc1ccccc1	-8	-3%	24%	8	-1%	-4	3%	-20%	1%	-2
CCOc1ccc(Cl)cc1CNc1nnnn1CC	-1	1%	0%	-25	-2%	14	1%	-5%	-4%	-7
O=C(N/N=C/c1cccc([N+](=O)[O-])c1)c1ccncc1	1	-14%	18%	13	0%	15	-1%	3%	14%	-28
COc1cccc(N2CCN(S(=O)(=O)c3ccc(-n4cnnn4)cc3)CC2)c1	18	-7%	11%	-3	1%	4&1	-4%	5%	-5%	-6
COc1ccc(CCNC(=O)COc2ccc3c(c2)OCO3)cc1	0	-3%	-6%	22	0%	8	3%	5%	2%	9
COc1ccc2c(c1OC)CN(C)CCc1cc3c(cc1C(=O)C2)OCO3	-48	5%	8%	-84*	3%	-2	0%	-1%	2%	0
CC(=O)N1CCN(C(=O)c2cc(-c3ccc(C)o3)nc3ccccc23)CC1	-1	-17%	?	-16	-1%	-2	-15%	-3%	4%	9
O=C(Nc1cccc(S(=O)(=O)N2CCOCC2)c1)c1ccccn1	2	8%	8%	4	3%	0	1%	-3%	?	26
COc1cccc(NC(=O)CCNS(=O)(=O)c2ccc3c(c2)oc(=O)n3C)c1	-10	2%	23%	4	2%	-7	-1%	10%	2%	-5
Cc1ccccc1C(=O)NCCOc1ccccc1Cl	1	-1%	?	-1	-1%	19	1%	-11%	-7%	15
C[C@@H](CN=[N+]=[N-])CN1CC[C@H](O)CCC1=O	-1	-4%	-4%	-7	4%	1	1%	11%	2%	6
Cn1c(SCC(=O)c2ccc3c(c2)OCCO3)nnc1C1CC1	-11	11%[46.1 µM]	?	-5	3%	1	0%	3%	.	-3
Cc1ccccc1NC(=O)Cc1nc(COC(=O)c2cccc([N+](=O)[O-])c2)cs1	.	5%	?	13	-1%	3	0%	9%	-5%	?
COc1ccc(NC2=CC(c3ccc(F)cc3)N(c3ccc(OC)cc3)C2=O)cc1 (centres undefined)	3	3%[46.1 µM]	-1%	4	-1%	-3	-1%	4%	1%	1
CCOC(OCC)P(=O)(C(C)C)C(C)C	3	1%	-1%	1	1%	3	-2%	-19%	3%	9
Brc1cccc(OCCCCN2CCCCC2)c1	29	-1%[46.1 µM]	-12%	-33	0%	0	5%	0%	0%	8
CCCn1c(N)c(N2CCCCC2)c(=O)n(CC(=O)Nc2ccc(C(C)=O)cc2)c1=O	-2	5%	4%	14	8%	.	.	-25%	10%	.
CC(C)(C)NC(=O)NCCc1ccccc1	-5	-2%	?	7	-5%	7	4%	-15%	-3%	-8
COc1cccc(C(=O)Nc2cccnc2)c1	-22	0%	?	-14	1%	1	2%	2%	-5%	13
Cc1ccc(S(=O)(=O)N2CCCCC2)cc1NC(=O)c1ccc(Br)o1	-1	4%	-14%	1	0%	14	-1%	-1%	-2%	-13
Cc1ccc(CNC(=O)c2coc(=O)c3ccccc23)o1	1	-4%	-3%	2	3%	1	-1%	13%	-15%	11
COC(=O)c1cc(NS(=O)(=O)c2ccc(N3CCOCC3)c(NC(C)=O)c2)cc(C(=O)OC)c1	-14	-5%[46.1 µM]	11%	6	2%	-13	-15%	-3%	-5%	-4
CCn1c(SCc2ccc(C(=O)Nc3nccs3)cc2)nnc1-c1ccc(N)cc1	-3	4%	?	8	-1%	-3	-1%	26%	-8%	-4
C=CCN(C(=O)CNC(=O)c1cccs1)C(C(=O)NC1CCCCC1)c1cccnc1 (centres undefined)	-17	-2%	13%	.	0%	0	2%	-15%	-3%	-4
Cc1ccc(NC(=O)c2cc(-c3ccco3)on2)cc1C	-7	-4%	?	-13	1%	2	2%	-5%	.	-3
Cc1cc(C)c(C#N)c(=N)o1	1	-3%	?	13	0%	1	-2%	-15%	-7%	9
Cc1cccc2sc(NC(=O)C3CSC4(C)CCC(=O)N34)nc12 (centres undefined)	1	5%	-5%	2	-1%	5	4%	0%	-3%	24
C=CCn1c(NCc2cc(Cl)ccc2O)nc2ccccc21	4	5%	11%	-7	6%	2	-8%	-4%	3%	8
Cc1cccc(NC(=O)c2cccc(S(=O)(=O)N3CCCC3)c2)n1	4	-9%	-4%	13	1%	-4	1%	-23%	1%	-9
C=C(C)Cn1c(SCCN2CCOCC2)nc2c1c(=O)[nH]c(=O)n2C	-3	-7%[46.1 µM]	7%	4	1%	-4	-2%	-4%	-1%	-5
Cc1c(Br)c(=O)oc2c(C)c(O)ccc12	2	-10%[46.1 µM]	3%	9	3%	11	10%	2%	-14%	4
CCn1c(O)c(N=NC2=NC(=O)CS2)c2cc(C)ccc21	-1	-2%	-1%	5	2%	3	3%	20%	4%	27
O=c1c2ccccc2nc2n1C(CSCc1ccc(Cl)cc1Cl)CS2 (centres undefined)	-2	3%	-9%	-17	2%	-1	4%	20%	10%	-17
COc1cc(/C=N/NC(=O)c2ccncc2)ccc1OCC(=O)Nc1cccc([N+](=O)[O-])c1	5	3%	23%	6	2%	2	0%	8%	5%	-3
COc1cc(OC)c2c(c1O)OC(c1ccccc1)CC2=O (centres undefined)	7	4%	1%	-5	-1%	1	0%	-15%	-10%	4

Single entries from the list:
In TCR activator, COc1cc(OC)c2c(c1O)OC(c1ccccc1)CC2=O (centres undefined) reads 4%
In USP2a inh, CCn1c(O)c(N=NC2=NC(=O)CS2)c2cc(C)ccc21 reads 2%
In Eya2 inh, Cc1ccc(NC(=O)c2cc(-c3ccco3)on2)cc1C reads -5%
